Compound activity as filed in PubChem.
Efflux pump mplx – inhibitors of Candida antifungal efflux pumps expressed in yeast. S. cerevisiae Candida pump triplex, Nile Red efflux. inhibition, % at 10 µM. actives 0.44% (n = 330,000);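 active means plate passing quality check with inhibition over a set limit, or well fluorescence over plate mean plus 4 SD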;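 further: Nile Red retained in pooled yeast measured as flow cytometry median fluorescence; 0% = buffer negative control and 100% = Enniatin B positive control; higher means more Nile Red kept so more efflux inhibition; some compounds called inactive have numbers as strong as hits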
MCL1 BIM primary – inhibitors of human MCL1 binding to BIM-BH3 peptide. inhibition, % at 10.9 µM. actives 0.68% (n = 320,000). Q07820. GST-MCL1 / FITC-Bim-BH3 fluorescence polarization;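 active means inhibition above the mean inhibition of all tested compounds plus 3 SD, set per campaign, cut at about 40% in these data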;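 further: 0% = DMSO wells and 100% = unlabeled Bim-BH3 peptide control; higher means more loss of mP so more displacement of Bim peptide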
Target sequence (Q07820 whole entry, looked up): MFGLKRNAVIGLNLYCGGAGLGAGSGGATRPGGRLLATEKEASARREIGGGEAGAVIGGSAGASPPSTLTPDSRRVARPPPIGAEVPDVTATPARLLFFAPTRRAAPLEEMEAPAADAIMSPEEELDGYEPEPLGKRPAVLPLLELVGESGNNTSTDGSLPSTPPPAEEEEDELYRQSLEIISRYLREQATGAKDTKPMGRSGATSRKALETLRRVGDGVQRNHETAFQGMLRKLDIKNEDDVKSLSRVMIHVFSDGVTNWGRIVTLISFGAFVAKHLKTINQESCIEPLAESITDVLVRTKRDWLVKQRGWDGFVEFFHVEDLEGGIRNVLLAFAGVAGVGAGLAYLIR
MEX-5 binding – C. elegans MEX-5 TCR-2 RNA binding activity; actives 0.38% (n = 300,000); Q9XUB2; activity score (negative = inhibition of binding), % at 10 µM; MEX-5/FITC-TCR2 RNA binding, fluorescence polarization; active compounds read low; AID 1832;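 active means inhibition past about -25% in most replicates, and total fluorescence under double the plate's negative control median, limit read from the data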;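 further: 0% = DMSO and -100% = 5 µM competing unlabeled TCR2 RNA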
ZTA counter – blocks Epstein-Barr virus ZTA, an EBNA-1 counter-screen. P03206. ZTA-DNA binding, fluorescence polarization. inhibition, % at 11 µM. actives 0.15% (n = 320,000); in the data active means inhibition above about 33%
Target sequence (P03206 whole entry, looked up): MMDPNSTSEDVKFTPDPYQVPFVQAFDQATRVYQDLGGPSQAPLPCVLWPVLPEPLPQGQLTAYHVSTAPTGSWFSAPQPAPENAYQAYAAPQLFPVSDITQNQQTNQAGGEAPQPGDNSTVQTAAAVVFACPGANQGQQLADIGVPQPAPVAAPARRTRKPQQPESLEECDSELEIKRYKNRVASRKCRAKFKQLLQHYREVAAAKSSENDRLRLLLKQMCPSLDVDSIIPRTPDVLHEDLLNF
Bcl-xL primary – blocks human Bcl-xL binding to Bim BH3 peptide. inhibition, % at 10.9 µM. actives 0.7% (n = 320,000). GST-Bcl-xL / FITC-Bim BH3 peptide fluorescence polarization. Q07817;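 active means inhibition above the mean of all tested compounds plus 3 SD, cutoff set per campaign, cut at about 30% in these data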;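 further: 0% = DMSO wells and 100% = unlabeled Bim-BH3 peptide competitor; inhibitors lower millipolarization by displacing the labeled peptide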
GLD-1 TGE inh – GLD-1-TGE RNA interaction inhibition (C. elegans); Q17339; purified GLD-1 + fluorescein TGE RNA, fluorescence polarization; inhibition, % at 5.96 µM; actives 0.44% (n = 320,000); AID 2280;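 active means percent inhibition above a per-plate cutoff, the plate mean of test compounds plus 3 SD, cut at about 30% in these data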;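 further: 0% = DMSO wells with GLD-1 and probe and 100% = wells lacking GLD-1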
Target sequence (Q17339 whole entry, looked up): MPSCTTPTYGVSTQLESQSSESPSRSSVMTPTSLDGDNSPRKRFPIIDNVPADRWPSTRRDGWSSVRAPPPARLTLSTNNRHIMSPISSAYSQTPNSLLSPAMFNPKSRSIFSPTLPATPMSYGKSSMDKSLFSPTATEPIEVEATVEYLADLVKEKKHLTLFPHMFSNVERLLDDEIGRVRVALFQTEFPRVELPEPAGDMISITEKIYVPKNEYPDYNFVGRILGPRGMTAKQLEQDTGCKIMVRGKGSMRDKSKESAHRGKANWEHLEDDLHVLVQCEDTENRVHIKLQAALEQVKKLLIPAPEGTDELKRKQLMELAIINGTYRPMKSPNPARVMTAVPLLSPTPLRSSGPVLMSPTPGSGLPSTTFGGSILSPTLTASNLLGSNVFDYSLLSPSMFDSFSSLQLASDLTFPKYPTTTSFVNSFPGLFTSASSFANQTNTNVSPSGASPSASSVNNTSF
Fam108B counter – counter-screen for RBBP9 inhibitors: inhibitors of mouse Fam108B | recombinant Fam108B, FP-Rh probe fluorescence polarization | inhibition, % at 9.51 µM | actives 0.33% (n = 300,000) | AID 1947;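 active means inhibition above the screen mean inhibition plus 3 SD, computed separately per campaign, cut at about 18% in these data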;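 further: inhibitors lower polarization as less probe binds the enzyme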
EBNA-1 inhibitor – blocks EBNA-1 binding to DNA; EBNA-1 DNA binding, fluorescence polarization; actives 0.34% (n = 300,000); inhibition, % at 14.8 µM; AID 1950; in the data active means inhibition above about 28%
Yeast superoxide – yeast age-related superoxide inhibition as caloric restriction mimetic. superoxide response (% of plate mean), % at 10 µM. S. cerevisiae aged cells, superoxide DHE fluorescence; active compounds read low. actives 0.18% (n = 330,000). AID 2690;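 active means superoxide response under a set limit, about three screen SD below normal, cut at about 65% in these data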;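 further: yeast aged for seven days with compound at 30 °C before DHE staining; 100% = average MFI of all compound-treated wells on the plate with controls excluded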
Numbers without * were called inactive; nt = not tested or not shown. The order is random. Share with any hit: about 2.3%.

Values run as follows: MCL1 BIM primary	Yeast superoxide	EBNA-1 inhibitor	Bcl-xL primary	Fam108B counter	ZTA counter	Efflux pump mplx	GLD-1 TGE inh	MEX-5 binding
> O=C(CN1C(=O)C2CC=CCC2C1=O)Nc1nc2ccc(F)cc2s1 (centres undefined)
→ 5	102	-15	1	-2	13	-0.1	-1	-2.0
> COc1c(/C=N/NC(=O)[C@H]2C[C@@H]2c2ccccc2)c(CCN(C)C(C)=O)cc2c1OCO2
→ -2	108	7	1	4	-10	0.2	2	-0.1
> Cc1ccc(C2c3[nH]c4ccccc4c3C[C@H]3C(=O)N(c4ccccc4C(=O)NCCN4CCOCC4)C(=O)N23)cc1 (some centres undefined)
→ 5	116	-12	6	1	4	0.4	13	0.8
> CC1(C)c2[nH]c3ccccc3c2C[C@H]2C(=O)N(Cc3ccccc3F)C(=O)N21
→ -1	nt	-12	1	1	10	nt	15	-6.5
> CCc1ccc(CN(C)C(=O)c2cc(=O)c3ccccc3o2)cc1
→ -5	111	-7	0	5	-10	0.7	-4	-3.0
> COc1ccc(OC)c(N(CC(=O)Nc2cccc(C(F)(F)F)c2)S(C)(=O)=O)c1
→ -2	93	8	1	-4	-7	-0.1	-2	-3.0
> O=C(NCCc1ccccc1)c1cnc2n(c1=O)CCS2
→ -3	120	-10	4	-1	-8	-0.1	6	-1.9
> CCC1(c2ccccc2)NC(=S)N(c2ccc(C)c(C)c2)N1 (centres undefined)
→ 7	92	-6	7	-1	15	0.2	3	2.4
> CCCCOC(=O)c1ccc(NC(=O)C2CCCO2)cc1 (centres undefined)
→ 8	95	10	7	8	-2	0.1	3	1.7
> Cc1cc(Br)ccc1NC(=O)CN(C)C(=O)C1CSC2(C)CCC(=O)N12 (centres undefined)
→ 10	103	nt	5	nt	-4	0.1	3	nt
> CCOc1ccccc1NC(=S)NNS(=O)(=O)c1c(C)cc(C)cc1C
→ 18	92	6	7	-1	10	-0.3	4	-1.0
> CCOC(=O)N1CCN(c2c(N3CCN(C(=O)OCC)CC3)c(=O)c2=O)CC1
→ -5	107	-9	0	-3	-8	0.1	0	0.2
> CCCCc1ccc(NC(=S)NCCO)cc1
→ 8	108	-5	4	2	3	0.2	2	1.4
> CCCc1cc(=O)[nH]c(SCC(=O)c2cc(C)n(-c3cc(C)on3)c2C)n1
→ 4	98	-3	3	-3	-6	-0.1	0	-0.5
> O=C(NNC(=O)c1ccc(F)cc1)C(=O)N1CCCCC1
→ 4	112	-6	5	1	2	-0.2	-6	-0.7
> CC(=O)Nc1ccc(NC(=O)N2CCCCC2)cc1
→ 0	107	-1	5	-2	-9	-0.1	11	2.9
> COc1cc(N2C(=O)CSC2=S)cc(OC)c1OC
→ 7	111	9	5	-6	11	0.0	-2	1.7
> CCOc1ccc(CNC(=O)CCCn2nc(CC)n3c(cc4occc43)c2=O)cc1
→ -6	92	-3	-1	-2	-2	0.1	-6	0.8
> Cc1occc1C(=O)N/N=C/c1cnn(C)c1C
→ 1	97	1	5	3	-19	0.1	-2	1.6
> CCOc1ccc(NC(=S)Nc2ccc(OCc3ccccc3)cc2)cc1
→ 3	96	-4	3	-1	12	-0.1	1	-1.0
> CC1(C)N=C(N)NC(Nc2cccc(Br)c2)=N1
→ -1	96	-3	-1	2	9	-0.1	8	-2.8
> N#Cc1ccc(NC(=O)c2cc(=O)c3ccccc3o2)cc1
→ -4	102	8	1	-3	12	0.0	7	-2.2
> CC(=O)C1=C(O)C(=O)N(c2cc(C(C)(C)C)on2)C1c1ccc(Br)cc1 (centres undefined)
→ 8	153	-5	5	0	4	-0.1	-1	-1.4
> CCC(=O)c1ccc(OC(=O)c2cnccn2)cc1
→ -4	103	3	1	-2	12	-0.1	-3	-2.4
> CC(=O)OCCNC(=O)c1cccnc1
→ -9	89	5	1	2	15	0.0	0	-3.1
> CCOC(=O)c1cc(S(=O)(=O)N2CCC(C)CC2)cn1C
→ 10	99	-6	10	-3	-12	-0.1	-2	0.7
> COc1ccccc1C(=O)NCC(=O)NC(C)c1ccc(-n2ccnc2)cc1 (centres undefined)
→ 4	91	4	4	-3	4	0.1	-3	1.3
> CCCn1c(-c2ccc(C(=O)OC)cc2)nc2c1c(=O)[nH]c(=O)n2Cc1ccccc1
→ 3	108	3	-1	3	9	-0.1	-3	-1.0
> O=C(CCc1c[nH]c2ccccc12)N1CCCC1
→ 8	93	-9	5	2	-5	-0.1	4	0.6
> Cc1ccc(CCNC(=O)Cn2ncc3c([nH]c4ccccc43)c2=O)cc1
→ 5	84	-6	2	-2	-17	-0.1	0	-2.6
> O=C(Nc1ccncc1)c1cn(-c2ccccc2)nc1-c1cccs1
→ -1	115	9	-2	-40	1	0.0	-3	1.4
> Cc1nn(Cc2noc(C(=O)NCc3ccc4c(c3)OCO4)n2)c(C)c1Br
→ 3	100	1	2	-1	1	-0.2	6	1.2
> COc1cc(NC(=O)c2cc(OC)c(OC)c(OC)c2)cc(-n2cnnn2)c1
→ -10	112	-5	-2	0	-15	0.0	-1	1.2
> COC(CN(C)C(C(=O)NC1CCCCC1)c1ccccc1)OC (centres undefined)
→ -1	108	-4	0	0	-5	0.1	-9	1.4
> CCCCn1c(N)c(N(CCOC)C(=O)CN2C(=O)C3CCCCC3C2=O)c(=O)[nH]c1=O (centres undefined)
→ 1	89	nt	-2	nt	-4	0.2	6	nt
> CCc1ccccc1NC(=O)N[C@@H](C)C(=O)OC
→ -6	119	-6	1	-4	-19	0.2	3	0.4
> Cc1ccccc1-n1ncc2c([N+](=O)[O-])cc([N+](=O)[O-])cc21
→ -9	138	-7	-8	4	3	0.0	-9	0.7
> COc1ccc(-c2csc(N)n2)cc1F
→ 3	109	2	5	3	22	0.1	5	-2.5
> CC(=O)N1c2ccccc2C(=O)OC1c1cccnc1 (centres undefined)
→ 0	93	-30	-4	-6	-2	0.1	-10	-1.0
> CCCCc1ccc(CC(=O)Nc2cc(S(=O)(=O)N3CCOCC3)ccc2O)cc1
→ 36	88	nt	16	nt	-1	-0.2	-3	nt
> CCOC(=O)CSc1nnc(CNc2ccc(Cl)cc2)n1Cc1ccccc1
→ -5	125	-7	-2	1	-8	0.1	5	2.8
> O=C(N/C(=C\c1ccc(Br)cc1)C(=O)N1CCCC1)c1cccs1
→ -8	103	-3	0	-5	3	-0.1	2	0.9
> O=C(c1ccc2c(c1)OCO2)C1CCCN(Cc2cc(F)ccc2-n2cccn2)C1 (centres undefined)
→ 0	95	-9	-1	2	0	0.1	-4	-1.1
> O=C(CCSc1ccccc1)N1CCCC1
→ -7	114	-6	-5	-2	2	0.3	-3	1.3
> CCN(CC)CCCN(Cc1cc2cc3c(cc2[nH]c1=O)OCCO3)C(=O)Nc1ccccc1
→ -2	104	6	3	6	-5	-0.1	1	-2.7
> COc1cccc(CNC(=O)CCC2CCCN(C(=O)c3cccc(Cl)c3)C2)c1 (centres undefined)
→ 0	95	8	4	1	10	0.0	2	1.7
> O=C(N/N=C\c1cn[nH]c1-c1ccccc1)c1cccnc1
→ 2	125	0	4	0	3	0.0	-1	-1.3
> Cc1sc2nc(SCC(=O)NCc3ccco3)n(-c3ccccc3)c(=O)c2c1C
→ 2	112	-8	5	-11	-2	0.1	9	-0.5
> O=C(/C=C/c1ccco1)N(Cc1ccc(Cl)cc1)C1CCS(=O)(=O)C1 (centres undefined)
→ 1	96	0	1	1	1	-0.2	4	-1.7
> NC(=O)c1nn(-c2ccccc2)nc1NC(=O)CN1CCCC1
→ 2	94	6	5	1	-5	-0.1	1	-2.5
> CCc1cc(=O)oc2c(CN3CCCC3)c(O)c(Cl)cc12
→ 7	98	1	7	1	-9	-0.1	3	0.2
> CC1=C(C(=O)O)N2C(=O)C(NC(=O)c3nn(C)cc3Cl)C2SC1 (centres undefined)
→ -4	100	-4	5	3	12	0.1	0	nt
> COc1ccc2c(c1OC)C(=O)N1C2SC(C)(C)[C@H]1C(=O)NC1CCCC1 (some centres undefined)
→ 8	78	5	8	-1	-25	0.0	-3	-2.6
> Cc1cc(NC(=O)C23CCC(C)(C(=O)O2)C3(C)C)no1 (centres undefined)
→ -6	93	-5	-3	-4	3	0.2	-2	-2.4
> COc1ccccc1N1CCN(C(=O)C(=O)c2cn(CC(=O)N3CCCCCC3)c3ccccc23)CC1
→ -1	118	-2	2	0	-4	-0.2	1	-3.1
> CC(C)c1nc(C(N)=O)c2[nH]c(=O)n(-c3ccc(F)cc3)c2n1
→ 5	110	3	2	-1	-1	-0.5	0	1.9
> CCCS(=O)(=O)N1CCCC(C(=O)NCCCN(CC)c2cccc(C)c2)C1 (centres undefined)
→ 10	103	5	7	7	-26	-0.1	-5	2.7
> S=C(Nc1ccccc1Cl)N(Cc1cccnc1)Cc1ccco1
→ 3	111	-5	-1	1	-2	-0.4	-9	0.9
> Cc1ccc(C(=O)OCC(=O)c2ccc(S(=O)(=O)N3CCCCC3)cc2)o1
→ 0	105	-16	0	0	-11	-0.2	5	1.0
> Cc1cc([N+](=O)[O-])ccc1-c1ccc(/C=N/NC(=O)Cc2ccccc2)o1
→ 0	96	12	-2	3	-2	0.0	-5	-15

The list continues.
Values run as follows: MCL1 BIM primary	Yeast superoxide	EBNA-1 inhibitor	Bcl-xL primary	Fam108B counter	ZTA counter	Efflux pump mplx	GLD-1 TGE inh	MEX-5 binding
> COc1ccc(/C(O)=C2/C(=O)C(=O)N(Cc3cccnc3)C2c2ccccn2)cc1 (centres undefined)
→ -3	92	0	5	2	9	-0.1	2	1.4
> O=Cc1cn(CCC(=O)O)nc1-c1cccc(Cl)c1
→ -9	95	-1	-3	2	-3	0.2	1	-2.3
> CCn1c(C)nnc1SCC(=O)Nc1cccc(C(F)(F)F)c1
→ 1	101	-10	4	-2	9	0.1	8	-2.0
> C=CCn1c(-c2ccccc2)n[nH]c1=S
→ -11	94	-7	-12	-2	-1	-0.1	1	0.4
> CCN1CC(CN(C)Cc2nc(-c3ccc(OC)c4ccccc34)oc2C)CC1=O (centres undefined)
→ -2	90	1	-1	2	4	0.6	3	3.9
> Cc1cccc(CSc2nnc(CCCCCNC(=O)OC(C)(C)C)o2)c1
→ -3	102	5	3	3	-9	0.0	4	0.2
> CCOC(=O)N1CCN(C(=O)c2cccn3c(=O)c4cc(Br)ccc4nc23)CC1
→ 2	100	1	5	-1	16	-0.2	2	0.4
> COc1ccc(/C=N/n2c(-c3ccccc3)n[nH]c2=S)cc1
→ -9	107	-7	-29	0	-13	0.1	1	2.3
> Fc1ccc(-c2nc3c(Cl)cc(C(F)(F)F)cn3c2Cl)cc1
→ 22	91	7	25	0	-12	-0.2	38*	-26*
> CC(C)(C)C1CCC(=NOC(=O)c2ccc(F)cc2)CC1 (centres undefined)
→ 1	124	2	1	-1	-3	0.0	6	1.8
> COc1ccc(C2C(C(=O)OCC(=O)NC(C)(C)C)CCC(=O)N2c2ccc(C)cc2)cc1OC (centres undefined)
→ -16	109	1	-7	1	-13	0.1	1	-0.6
> O=C(COC(=O)c1c2c(nc3ccccc13)CCCC2)c1cccs1
→ 4	117	2	8	-1	-9	-0.1	3	0.4
> CN1C(=O)c2cccc3c(S(=O)(=O)Nc4ccc(O)c(C(=O)O)c4)ccc1c23
→ 0	95	1	8	-4	-4	0.0	0	-2.9
> CC(C)CC(=O)N1CCC(N2CCN(c3ccccc3)CC2)CC1
→ 1	89	2	6	-2	-9	-0.1	4	-1.2
> O=C(Nc1ccc(CN2CCCCC2)cc1)c1ccc(Br)o1
→ 2	107	7	5	-4	-19	-0.1	8	0.7
> CCCc1nn(C)c2c1C(c1ccncc1)C(C#N)=C(N)O2 (centres undefined)
→ 1	105	-16	5	3	7	0.0	6	3.4
